# Bioassay records from PubChem.
# HCMV antiviral: blocks human cytomegalovirus replication; activity change, negative = inhibition, % at 57.5 µM; 410,000 tested, 4.5% active; HFF cells, HCMV-luciferase reporter, 72 h; stronger effect = lower value; AID 1259415; in the data active means activity change below about -60%; inconclusive means no clear call, values can overlap the other calls; inactive means above about -39%
#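 Steps: HFFs plated, 16 h 37C; compounds added; HCMV-luciferase added to MOI 1 PFU/cell; 72 h 37C; OneGlo reagent, 5 min room temperature; luminescence read, normalized to controls.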
# LmPK inh: LmPK (Leishmania mexicana) enzyme inhibition; Potency, µM (doses to about 57.5 µM), for inactives: at the highest dose activity change, negative = inhibition, usual class: inhibitors; 290,000 tested, 0.37% active; Q27686; purified LmPK, Kinase-Glo ATP luminescence, 1 h; further: potency means the concentration at half of the fitted maximal effect
# Target sequence (Q27686 whole entry, looked up): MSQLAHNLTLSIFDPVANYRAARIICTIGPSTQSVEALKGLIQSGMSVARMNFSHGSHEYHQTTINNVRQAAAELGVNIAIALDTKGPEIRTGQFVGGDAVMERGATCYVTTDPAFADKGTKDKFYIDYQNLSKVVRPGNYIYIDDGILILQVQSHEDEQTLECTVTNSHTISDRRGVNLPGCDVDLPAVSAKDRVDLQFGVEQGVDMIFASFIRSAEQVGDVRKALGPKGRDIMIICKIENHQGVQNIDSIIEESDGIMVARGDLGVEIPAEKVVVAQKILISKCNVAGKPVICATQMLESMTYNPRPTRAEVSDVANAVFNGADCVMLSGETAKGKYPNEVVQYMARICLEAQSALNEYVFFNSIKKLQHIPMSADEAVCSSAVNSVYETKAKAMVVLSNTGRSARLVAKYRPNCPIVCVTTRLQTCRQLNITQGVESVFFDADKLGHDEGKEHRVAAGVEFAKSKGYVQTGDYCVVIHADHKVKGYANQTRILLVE
#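 In 50 mM imidazole pH 7.2 with 7 mM MgCl2, LmPK (0.1 nM) turned over PEP (0.5 mM) and ADP (0.1 mM) for 1 h at room temperature. Luciferase read-out of ATP.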
# TbPYK inhibitor: T. brucei pyruvate kinase inhibition; 410,000 tested, 0.12% active; TbPYK enzyme, Kinase-Glo Plus ATP luminescence, 45 min; Q57TT1; Potency, µM (doses to about 76.8 µM), without a hit: top-dose activity, negative = inhibition, most hits filed as inhibitors; further: potency means the concentration at half of the fitted maximal effect; nearly all actives have a fitted effect of over 50% in size
#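 In this concentration-response screen, enzyme-free wells defined baseline while DMSO plates tracked drift. Each reaction combined TbPYK, substrate, compound and 130 uM ADP for 45 min at room temperature. Kinase-Glo Plus luminescence gave the signal.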
# Sm TGR inh: blocks Schistosoma mansoni thioredoxin glutathione reductase. Q962Y6. purified TGR, DTNB reduction, TNB absorbance 405 nm. Potency, µM (titrated, usually from 114 µM), for inactives: at the highest dose activity change, negative = inhibition, hits mostly inhibitors. 360,000 tested, 3% active; further: potency means the concentration at half of the fitted maximal effect; nearly all actives have a fitted effect of over 60% in size
#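 First, TGR (20 nM dispensed) and NADPH were mixed with compound. Second, a 15 min room-temperature incubation followed. Third, further NADPH and then DTNB were added to start the reaction. Finally, TNB absorbance was monitored kinetically.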
# AmpC detergent: AmpC beta-lactamase inhibition with detergent present. P00811. AmpC hydrolysis of nitrocefin, absorbance 480 nm, 0.01% Triton. Potency, µM (doses to about 114 µM), without a hit: at the top dose activity change, negative = inhibition, actives largely listed as inhibitors. 370,000 tested, 0.041% active;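 further: potency means the concentration at half of the fitted maximal effect; 0% = no-compound wells and -100% = no-enzyme wells; nearly all actives have a fitted effect of over 25% in size; some results filed as inactive show a strong effect at the top dose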
# Target sequence (P00811 whole entry, looked up): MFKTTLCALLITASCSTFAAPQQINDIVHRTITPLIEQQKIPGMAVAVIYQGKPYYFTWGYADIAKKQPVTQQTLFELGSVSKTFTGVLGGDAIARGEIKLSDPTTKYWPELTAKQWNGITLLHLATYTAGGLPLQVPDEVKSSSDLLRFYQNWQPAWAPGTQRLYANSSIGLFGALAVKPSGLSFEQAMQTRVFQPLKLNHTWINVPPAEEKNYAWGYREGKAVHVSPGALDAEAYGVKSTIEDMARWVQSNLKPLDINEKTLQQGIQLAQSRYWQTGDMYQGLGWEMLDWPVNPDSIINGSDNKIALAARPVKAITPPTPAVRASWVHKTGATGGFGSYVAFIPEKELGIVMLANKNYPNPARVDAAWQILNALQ
#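 20 mM phosphate pH 7.0 + 0.01% (detergent screen) or 0.0001% Triton X-100; 5.3 nM AmpC reagent; cpd preinc 15 min RT; nitrocefin (800 uM stock) to start; A480 q20 s × 4 min; Activity was normalised to no-enzyme and no-compound control wells.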
# AmpC no deterg: inhibitors of E. coli AmpC beta-lactamase without detergent; P00811; AmpC nitrocefin hydrolysis, absorbance 480 nm, 0.0001% Triton; Potency, µM (top dose mostly 57.1 µM), without a hit: at the top dose activity change, negative = inhibition, actives largely listed as inhibitors; 330,000 tested, 0.52% active;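 further: potency means the concentration at half of the fitted maximal effect; plate controls were no compound for no effect and no enzyme for full effect; nearly all actives have a fitted effect of over 20% in size; some results filed as inactive show a strong effect at the top dose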
#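 20 mM phosphate pH 7.0 + 0.01% (detergent screen) or 0.0001% Triton X-100; 5.3 nM AmpC reagent; cpd preinc 15 min RT; nitrocefin (800 uM stock) to start; A480 q20 s × 4 min; Activity was normalised to no-enzyme and no-compound control wells.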
# AMA1-RON2 inh: disrupts binding of P. falciparum AMA1 to RON2; AlphaScreen AMA1-biotinylated RON2 peptide binding; Potency, µM (doses to about 58.2 µM), for the others: at the highest dose activity change, negative = inhibition, most hits filed as inhibitors; 360,000 tested, 0.2% active;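 further: potency means the concentration at half of the fitted maximal effect; 0% = vehicle wells and -100% = peptide control; nearly all actives have a fitted effect of over 45% in size; some results filed as inactive show a strong effect at the top dose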
#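 AMA1 (3D7) with his tag at 25 nM final met compounds first, then biotinylated RON2 peptide at 25 nM; detection used donor plus acceptor beads, 10 µg/mL apiece, read by AlphaScreen after 30 min at room temperature.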
# The depositor's hits bear a star; ? = inconclusive; . = no result given; [ ] = dose if it differs, or a comment. Unless noted, the call rests on the fitted dose curve; in most records, active means well fitted curve in the direction sought with a large enough effect; inconclusive means small, poorly fitted or top-dose-only effect, or another doubt; inactive means no such curve, though single readings can be large; an effect the other way counts as inactive or inconclusive. Unless noted, on the % scale 0 is the no-effect control and ±100 the full control effect.
SMILES	AmpC detergent	Sm TGR inh	TbPYK inhibitor	AmpC no deterg	LmPK inh	AMA1-RON2 inh	HCMV antiviral
Cc1ccc(-c2cnc(C3CC3)o2)cc1S(=O)(=O)Nc1ccc(F)cc1Cl	0%	-3%	-13%	.	.	.	-17
OC[C@H]1O[C@@H](c2nc3ccc(-c4nc(-c5cccs5)no4)cc3[nH]2)C[C@@H]1O	.	.	-6%	.	.	-1%	100
CCOC(=O)c1cc2c(=O)n3ccccc3nc2n(CC(C)C)c1=NC(=O)C(C)(C)Oc1ccc(Cl)cc1	-7%	-3%	-11%	.	.	.	-4
O=C(NCCCn1ccnc1)c1cccc(S(=O)(=O)N2CCCCCC2)c1	?	9%	0%	1%	-8%	-11%	?
CCCCOc1ccc(C(=O)Nc2ccc(N3CCN(C(=O)C(C)C)CC3)cc2)cc1	-9%	-16%	-2%	-15%	2%	-22%	?
CS(=O)(=O)N(Cc1ccc(C(=O)NCCSc2ccccn2)cc1)c1ccccc1	-7%	-10%	1%	-23%	1%	16%	-21
CCCC(=O)N(c1ccc2oc(C)c(C(C)=O)c2c1)S(=O)(=O)c1ccc(CC)cc1	-7%	1%	2%	.	.	.	-93*
CC1CCCC(NC(=O)C2CCCN2S(=O)(=O)c2cccc3nsnc23)C1C (stereo unspecified)	?	0%	-8%	39%	12%	-2%	?
O=c1[nH]c2ccc(Cl)cc2[nH]1	.	.	-3%	.	.	12%	10
CCC/C(=C1/c2ccccc2C(=O)N1c1ccccc1)c1ccc2[nH]ccc2c1	.	.	6%	-30%	.	0%	53
NC(=O)[C@H]1CC2(CC(c3cccc(NC(=O)COc4ccc(Cl)cc4)c3)=NO2)CN1C(=O)c1ccccc1C(=O)c1ccccc1 (stereo partly specified)	5%	-10%	-7%	132%[activator]	3%	0%	23
COc1ccc(CNC(=O)COC(=O)c2c(-c3c(F)cccc3Cl)noc2C)cc1OC	?	-26%	1%	56%	2%	-1%	-11
O=C1CCc2cc(S(=O)(=O)NC(Cc3ccccc3)C(=O)NCCC3=CCCCC3)ccc2N1 (stereo unspecified)	?	-2%	-10%	-33%	4%	8%	22
Cc1ccc(Cl)cc1NC(=O)N[C@@H](C)C(=O)O	-5%	7%	4%	-8%	0%	2%	53
COc1cccc(OC)c1NC(=O)CN1CCC(NC(=O)c2cccc(F)c2)CC1	-1%	0%	-5%	-1%	-3%	1%	-7
Cc1cc(N2CCN(c3ccccc3)CC2)n2cc(-c3ccccc3)nc2n1	5%	-24%	6%	129%[activator]	-1%	-17%	20

# Gathered by group, the entries above with an NH in an aromatic ring
SMILES	AmpC detergent	Sm TGR inh	TbPYK inhibitor	AmpC no deterg	LmPK inh	AMA1-RON2 inh	HCMV antiviral
OC[C@H]1O[C@@H](c2nc3ccc(-c4nc(-c5cccs5)no4)cc3[nH]2)C[C@@H]1O	.	.	-6%	.	.	-1%	100
O=c1[nH]c2ccc(Cl)cc2[nH]1	.	.	-3%	.	.	12%	10
CCC/C(=C1/c2ccccc2C(=O)N1c1ccccc1)c1ccc2[nH]ccc2c1	.	.	6%	-30%	.	0%	53

# (list continues)
SMILES	AmpC detergent	Sm TGR inh	TbPYK inhibitor	AmpC no deterg	LmPK inh	AMA1-RON2 inh	HCMV antiviral
CCOC(=O)N1C(=O)NC(=O)C1c1ccccc1 (stereo unspecified)	.	.	-3%	.	.	-1%	3
COc1ccc(OCC(=O)NNC(=O)c2cccc(O)c2)cc1	2%	-2%	3%	-14%	-4%	11%	-27
Cc1cc(=O)[nH]c(-n2[nH]c3c(c2=O)CCCC3)n1	-4%	1%	-5%	-5%	-8%	-6%	5
CC(=O)Nc1cc(S(=O)(=O)Nc2ccc(C)cc2)c(C)cc1C	4%	15%	2%	-7%	1%	-2%	-19
COc1ccc(Nc2n[nH]c(C)c2[N+](=O)[O-])cc1	-7%	.	9%	-27%	-1%	-2%	-20
COc1ccc(C(=O)O)cc1S(=O)(=O)N1CCSCC1	2%	-11%	4%	-18%	1%	-4%	23
Cc1ccc(S(=O)(=O)Nc2ccc3c(c2)c2c(n3S(=O)(=O)c3ccc(C)cc3)CCCC2=O)cc1	-12%	?	-4%	-20%	4%	21%	8
Cc1ccc([N+](=O)[O-])cc1S(=O)(=O)N1CCN(C)CC1	-5%	.	1%	25%	5%	12%	-19
CCOC(=O)N1CCC(NC(=O)C2=C(C)C(=O)OC23CCC(C)CC3)CC1 (stereo unspecified)	0%	1%	2%	13%	-1%	5%	9
CCC1CCCCN1S(=O)(=O)c1ccc(NC(=O)c2nc(SC)ncc2Cl)cc1 (stereo unspecified)	20%	17%	1%	.	.	.	?
CCN(CC(=O)NCc1cccs1)C(=O)/C=C/c1cccc(OC)c1OC	-17%	-1%	-5%	-7%	.	6%	-26
COc1ccc([C@H]2CC(=O)C=C(c3ccc4ccn(C)c4c3)C2)cc1	-6%	0%	-1%	-20%	.	-9%	91
CC(=NO)C1(C)CC=CCC1CO (stereo unspecified)	.	.	1%	.	.	0%	-7
Cc1ccc(Cn2cc(/C=N/NC(=O)Cc3nnc(NC(=O)c4ccc(C)cc4)s3)c3ccccc32)cc1	-5%	5%	4%	-28%	2%	27%	10
CCOc1ccc2oc(=O)cc(CN3CCN(c4ccccc4OC)CC3)c2c1	17%	-13%	-5%	.	.	.	-12
O=C(CN1CCOCC1)Nc1c2c(nc3ccccc13)N(Cc1ccccc1)CC2	-1%	-22%	5%	61%[activator]	-16%	-6%	-23

# Filtered by structure: those above containing a nitro group on carbon.
SMILES	AmpC detergent	Sm TGR inh	TbPYK inhibitor	AmpC no deterg	LmPK inh	AMA1-RON2 inh	HCMV antiviral
COc1ccc(Nc2n[nH]c(C)c2[N+](=O)[O-])cc1	-7%	.	9%	-27%	-1%	-2%	-20
Cc1ccc([N+](=O)[O-])cc1S(=O)(=O)N1CCN(C)CC1	-5%	.	1%	25%	5%	12%	-19

# (list continues)
SMILES	AmpC detergent	Sm TGR inh	TbPYK inhibitor	AmpC no deterg	LmPK inh	AMA1-RON2 inh	HCMV antiviral
CN(C)c1ccc(CNC(=O)CN2C(=O)COc3ccc(S(=O)(=O)N4CCCC4)cc32)cc1	1%	-10%	6%	-16%	-3%	-7%	?
Cn1c(CNC(=O)C(C)(C)C)nc2ccccc21	3%	1%	3%	-6%	-4%	11%	-3
CC(Cc1ccccc1)N(C)C(=O)CN1C(=O)c2ccccc2C1=O (stereo unspecified)	.	.	-1%	.	.	8%	?
CCOc1ccccc1N(CC(=O)O)S(=O)(=O)c1ccccc1	2%	5%	-1%	-11%	3%	4%	23
Nc1cc2c(cc1[N+](=O)[O-])OCCO2	-13%	4%	-4%	-15%	-8%	-5%	13
COc1ccc(C(=O)Nc2cc3c(cc2Cl)OCCCO3)cc1	-2%	-5%	-5%	-22%	-6%	-1%	84
Cc1cc(OCC(=O)c2cccc(C(F)(F)F)c2)n2cnnc2n1	-7%	7%	-1%	-1%	0%	11%	-23
CCOc1nc(NCCN2CCOCC2)nc(NC(C)C)n1	-1%	3%	0%	-23%	0%	3%	-19
COC(=O)CCCC(=O)N1CCC(CO)(CCc2ccccc2)CC1	?	0%	5%	69%[activator]	-3%	-2%	60
CCC(NC(=O)c1ccccc1NC(=O)c1ccc(C)cc1)C(=O)O (stereo unspecified)	-4%	2%	-1%	-47%	0%	3%	19
O=C(O)C1C2C=CC(C2)C1C(=O)NC1CCS(=O)(=O)C1 (stereo unspecified)	-2%	5%	-15%	-12%	2%	-12%	34
CSc1ncc(-c2ccc(Cl)cc2)[nH]1	2%	26%	0%	-23%	-8%	-17%	-13
O=S(=O)(c1cc(Cl)ccc1Cl)N1CCCCC1	-2%	-5%[11.4 µM]	6%	-21%	9%	-6%	-22
Cc1cccc(/C=N/N(CCO)C2=NS(=O)(=O)c3ccccc32)c1	-14%	5%	1%	-14%	-1%	0%	-36
Cc1ccc(-c2nc3scc(CCNS(=O)(=O)c4ccc(C)c(C)c4)n3n2)cc1	2%	7%	-10%	.	.	.	-30
c1ccc(CNc2c3c(nc4ccccc24)CCC3)cc1	10%	0%	-1%	-15%	0%	0%	?
C[C@@H](C(=O)NCCc1c[nH]c2ccccc12)[C@@H]1C[C@@]1(C)[C@@H](NC(=O)OCc1ccccc1)c1ccccc1	-20%	9%	1%	-33%	4%	-10%	26
CC(C)OC(=O)Cn1nc(C(F)(F)F)c2c1CCCC2	-1%	4%	-7%	2%	0%	0%	?
O=C(Nc1cccc(S(=O)(=O)N2CCCCC2)c1)Nc1ccc(Cl)cc1Cl	-4%	-19%	3%	?	4%	-13%	-100*
Cc1cc(C)c(NC(=S)N(CCCN2CCN(C)CC2)Cc2cccs2)c(C)c1	-8%	-4%	-1%	60%[activator]	11%	-2%	-25
Cc1ccc(S(=O)(=O)NCC(=O)N(CC(=O)NCC2CCCO2)CC2CCCO2)cc1 (stereo unspecified)	-6%	.	-4%	14%	3%	-5%	25
COc1ccc(N2CCN(c3nc(NC(C)(C)C)nc(N4CCCCC4)n3)CC2)cc1	-1%	-7%	-16%	1%	2%	?	-33
CCCCOc1ccc(-c2cc(C(=O)NNC(=S)NCC)c3ccccc3n2)cc1	-2%	6%	-10%	-41%	-26%	18%	-93*
Cc1nn(C)cc1C1C2=C(CC(C)(C)CC2=O)N(c2ccccc2)C2=C1C(=O)CC(C)(C)C2	-4%	-1%	-2%	74%[activator]	-4%	-6%	-34
Cc1ccc(C)n1-c1ccc(C(=O)Nc2ccccc2F)cc1	8%	50µM*	-5%	-30%	-6%	3%	-18
Cc1cccc(NC(=O)Cn2cnc3c(cnn3-c3ccc(F)cc3)c2=O)c1C	?	-6%	1%	-41%	4%	-1%	-39
CCC(=O)Nc1ccc(-c2cc3ccccc3oc2=O)cc1	-10%	.	-2%	-13%	-2%	0%	10

# A section of the results above, as a working copy:
SMILES	AmpC detergent	Sm TGR inh	TbPYK inhibitor	AmpC no deterg	LmPK inh	AMA1-RON2 inh	HCMV antiviral
Cc1cccc(NC(=O)Cn2cnc3c(cnn3-c3ccc(F)cc3)c2=O)c1C	?	-6%	1%	-41%	4%	-1%	-39
CCC(=O)Nc1ccc(-c2cc3ccccc3oc2=O)cc1	-10%	.	-2%	-13%	-2%	0%	10
